Assay outcomes deposited in PubChem by Emory University Molecular Libraries Screening Center.
14-3-3g Raf = modulators of 14-3-3 gamma protein binding, primary screen, biochemical, fluorescence polarization. AID 422, 2006. 0.19% of 160,000 active. FP, 14-3-3gamma / TMR-pS259-Raf peptide binding. 14-3-3 protein gamma (Homo sapiens), P61981. inhibition, % at 40 µM; in the data active means inhibition above about 30%;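 further: 0% = protein plus tracer without compound and 100% = blank with tracer alone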
Target sequence (P61981 whole entry, looked up): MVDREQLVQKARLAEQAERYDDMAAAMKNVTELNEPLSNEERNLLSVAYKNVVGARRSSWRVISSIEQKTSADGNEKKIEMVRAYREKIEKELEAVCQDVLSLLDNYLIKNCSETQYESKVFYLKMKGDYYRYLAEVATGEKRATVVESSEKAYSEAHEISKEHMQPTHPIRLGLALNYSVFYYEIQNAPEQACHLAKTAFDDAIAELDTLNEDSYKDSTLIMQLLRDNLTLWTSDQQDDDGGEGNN
* hit, by the source's call; & = joins results of further samples.

| Compound | 14-3-3g Raf |
| --- | --- |
| CCOc1ccc(NC(=O)c2c(N)sc3c2CCC(C(C)(C)C)C3)cc1 (centres undefined) | -76 |
| Cn1c(SCc2ccccc2)nc2ccccc21 | 13 |
| COc1cc(C2NC(=O)NC(C)=C2C(=O)OC(C)(C)C)ccc1OCC(N)=O (centres undefined) | -12 |
| NC(CC(=O)O)c1ccco1 (centres undefined) | -11 |
| O=C(NCCc1ccccc1)C1CC(=O)N(C2CCCC2)C1 (centres undefined) | -2 |
| O=C(O)c1ccc(NC(=O)c2cccc(NC(=O)c3cccc([N+](=O)[O-])c3)c2)cc1 | -5 |
| NC(=O)C1(N2CCCCC2)CCN(C(=O)CCCn2c(=O)[nH]c3cc(Cl)ccc3c2=O)CC1 | 7 |
| CCOc1ccc(C2C(C#N)=C(N)Oc3cc(C)n(Cc4ccco4)c(=O)c32)cc1OC (centres undefined) | -6 |
| Cc1ccc(Sc2c(-c3ccccc3)c3cc([N+](=O)[O-])ccc3[nH]c2=O)cc1 | -11 |
| COC(=O)CCCCCNc1ccc(C(=O)OC)cc1N | -12 |
| O=C(Oc1ccc(N(C(=O)c2ccncc2)S(=O)(=O)c2cccs2)cc1)c1ccncc1 | -16 |
| O=c1oc2ccc(Cl)cc2cc1-c1csc(-c2cccc([N+](=O)[O-])c2)n1 | -18 |
| COc1cccc(Nc2cc(C)nc3ccccc23)c1 | -8 |
| CC(=O)Oc1ccc(-c2ccc(C(=O)O)cc2)cc1 | -2 |
| Cc1ccc(Cl)cc1N1CCN(C(=O)c2cc3c(=O)n(C)c4ccccc4c3n2C)CC1 | 2 |
| CC(C)Cn1ncc(=O)n(CC(C)C)c1=O | -3 |
| COCCCNCCOc1cc(C(C)C)ccc1C | 1 |
| Cc1ccc(F)cc1NC(=O)C1CCN(c2cnccn2)CC1 | -2 |
| Cc1nn(C)cc1CN(C)C(=O)c1cc2nc(-c3ccco3)cc(C(F)(F)F)n2n1 | -12 |
| O=C(Nc1nccs1)c1cc2cc(Br)ccc2oc1=Nc1ccccc1Cl | -5 |
| CCOC(=O)C1CCN(C(=O)C2CCN(S(=O)(=O)c3cccc4nsnc34)CC2)CC1 | 13 |
| CC1CCN(S(=O)(=O)c2ccc3c(c2)N(CC(=O)NCCCN2CCCCC2C)C(=O)CS3)CC1 (centres undefined) | -10 |
| CCCCNC(=O)CSC1=Nc2ccccc2C2=NC(C(C)C)C(=O)N12 (centres undefined) | -2 |
| COc1ccc2nc(NC(=O)c3ccc4ncsc4c3)sc2c1 | -3 |
| COc1ccc(NC(=O)c2sc(SCC(=O)Nc3cccc(C(F)(F)F)c3)nc2N)cc1 | -7 |
| CCN(CC)S(=O)(=O)c1ccc(Oc2ccccc2OC)cc1 | -1 |
| OC(CNCCc1ccccc1)c1ccccc1 (centres undefined) | 6&-1 |
| CC(C)(C)c1ccc(OCC(=O)Nc2cccc(C(=O)Nc3nccs3)c2)cc1 | -15 |
| CCC(C)COC(=O)C(C#N)c1nc2ccccc2nc1N1CCCCC1 (centres undefined) | 1 |
| O=C(O)Cc1ccc(O)c(O)c1 | -6 |
| CC(C)(C)NC(=O)CN(C(=O)CS(=O)CC(=O)Nc1ccc(F)cc1)c1ccccc1 (centres undefined) | -4 |
| C=CCc1c(C)c(C#N)c2nc3ccccc3n2c1N1CCN(C)CC1 | 1 |
| CCOC(=O)C1=C(N)N(c2ccc(Br)cc2)C2=C(C(=O)CC(C)(C)C2)C1c1cc(Br)cs1 (centres undefined) | -3 |
| O=c1c2ccccc2nc(-c2ccccc2)n1CCCn1ccnc1 | -6 |
| COc1ccc(OC)c(NC(=O)CN(c2ccc(C(C)C)cc2)S(=O)(=O)c2c(C)noc2C)c1 | -1 |
| CN(C)c1ccc(C2c3ccccc3C=CN2C(=O)c2ccccc2)cc1 (centres undefined) | -2 |
| Cc1cc(C)cc(NC(=O)C2C3C=CC4(O3)C2C(=O)N(CCN2CCCCC2C)C4C(=O)NC2CCCC(C)C2C)c1 (centres undefined) | -10 |
| Cc1ccc2cc(C#N)c(N3CCCC3)nc2c1C | -8 |
| COc1ccccc1NC(=O)c1cc(-c2ccccc2)nc2ccc(C)cc12 | -4 |
| CCCSc1nc2sc(C)c(C)c2c(=O)n1-c1ccccc1 | -3 |
| CCOc1ccccc1C(=O)n1nc2nc(C)cc(C)c2c1N | -1 |
| COC(=O)c1ccc(COc2ccc3c(C)c(Cc4ccccc4)c(=O)oc3c2C)o1 | -2 |
| CCOC(=O)c1sc(NCCNc2nc(C)c(C(=O)OCC)s2)nc1C | -7 |
| O=C(c1ccc(Cn2cc(Br)cn2)o1)n1cccn1 | -6 |
| Cc1cc(NC(=O)CSc2nnc3cc(C)c4ccccc4n23)no1 | -10 |
| COCCN(CCOC)c1nc(-c2ccc([N+](=O)[O-])cc2)nc2ccccc12 | 2 |
| Cc1cc(C)n(-c2nc(SCC(=O)N3CCCC3)c3c4c(sc3n2)CCCC4)n1 | -9 |
| CCOc1c([N+](=O)[O-])c(=O)oc2ccccc12 | -1 |
| COc1ccc(N2CC(C(=O)NCc3cccnc3)CC2=O)cc1 (centres undefined) | -6 |
| O=C(Nc1ccccc1Cl)c1cc(S(=O)(=O)N2CCCCC2)ccc1F | -1 |

The listing continues:
| Compound | 14-3-3g Raf |
| --- | --- |
| CCCNC(=O)c1ccc(CNC(=O)c2ccc(Br)cc2)cc1 | 0 |
| N#Cc1c(NC(=O)COc2ccccc2[N+](=O)[O-])sc2c1CCCC2 | -22 |
| CCOC(=O)c1ccccc1NC(=O)c1cccc([N+](=O)[O-])c1 | -1 |
| COc1ccc(NS(=O)(=O)c2ccc3[nH]c(=O)c(=O)[nH]c3c2)cc1OC | -15 |
| CC(=O)c1n[nH]nc1NC(=O)c1ccccc1 | -7 |
| O=C(NC1CCCCCCC1)c1ccc2c(c1)N(Cc1ccc(F)cc1)C(=O)CS2=O (centres undefined) | 4 |
| CCc1ccc(S(=O)(=O)NCc2csc(-c3ccccc3)n2)s1 | 1 |
| O=C1CCc2cc(S(=O)(=O)N3CCC(C(=O)NCc4ccccc4Cl)CC3)ccc2N1 | -13 |
| O=C(CSc1nnc(-c2ccncc2)n1Cc1ccco1)c1ccc(Br)cc1 | -5 |
| Cc1ccc(-c2noc(CCC(=O)N3CCN(c4ccc(Cl)cc4)CC3)n2)cc1 | -18 |
| Cc1ccc(S(=O)(=O)N(CC(=O)N2CCC(C)CC2)c2cccc(C)c2)cc1 | -1 |
| O=C(Cc1ccc(-n2cccc2)cc1)NCc1cccs1 | 8 |
| Cn1cc(CCCC(=O)NCCc2ccccc2)c2ccccc21 | -8 |
| CCN(CC)S(=O)(=O)c1cccc(C(=O)Nc2cccc(F)c2)c1 | -17 |
| CCCCOC(=O)c1cccc(NC(=O)c2ccccc2Cl)c1 | -2 |
| Cc1ccc(N=c2oc3ccc(Br)cc3cc2C(=O)Nc2nccs2)c(C)c1 | -14 |
| CCSc1nnc(Cn2c(=O)sc3ccccc32)n1C | 4 |
| COc1cc(-c2nnc(NC(=O)c3ccc(S(=O)(=O)N4CCc5ccccc5C4)cc3)o2)cc(OC)c1OC | -7 |
| Cc1ccc(OCC(=O)N2CCN(c3ccccn3)CC2)c(Br)c1 | 2 |
| Cc1ccc(-c2cc(C(=O)Nc3ccccc3[N+](=O)[O-])c3ccccc3n2)cc1 | -21 |
| O=C(N1CCN(C(c2ccccc2)c2ccc(Cl)cc2)CC1)C1(S(=O)(=O)c2ccc(Cl)cc2)CC1 (centres undefined) | -38 |
| Oc1ccc(C=Nc2nc3c(s2)CCCC3)cc1 | -2 |
| O=C(NCc1ccc(Cl)cc1)c1ccc(NC(=O)C2CCCO2)cc1 (centres undefined) | -4 |
| CCCCNC(=O)Cn1c(=O)n(C)c2ccccc21 | -2 |
| CNC(=O)CN(c1cc(C)ccc1OC)S(=O)(=O)c1ccc(C)cc1 | -3 |
| CC1=C(C(=O)Nc2cc(Cl)ccc2C)C(c2cccc(Br)c2)NC(=S)N1 (centres undefined) | -8 |
| Cc1cccc(-n2ncc3c(Nc4c(C)cc(C)cc4C)ncnc32)c1 | -6 |
| COc1ccc(-c2noc(C)c2-c2ccc3ccccc3n2)c(O)c1 | -6 |
| COc1ccc2oc(=O)c(C(=O)Nc3ccc([N+](=O)[O-])cc3)cc2c1 | -9 |
| CC1CCN(C(=O)CSc2nc(N)cc(N)n2)CC1 | 0 |
| CCc1ccc(NC(=O)CSc2nnc(-c3ccco3)c(-c3ccco3)n2)cc1 | -12 |
| Cc1ccc2[nH]c3c(c2c1)CCc1cn[nH]c1-3 | -2 |
| COc1ccc2c(c1)C(=O)CC(c1ccccc1F)O2 (centres undefined) | -1 |
| COc1ccc(C2C(C(=O)N3CCN(c4ccccc4OC)CC3)c3ccccc3C(=O)N2Cc2ccc(F)cc2)cc1 (centres undefined) | -3 |
| Cc1ncc(-c2c(-c3ccc(O)cc3O)n[nH]c2C(F)(F)F)s1 | -7 |
| CC(=O)OCc1cc(=O)n(C)c(=O)n1C | -8 |
| O=C1OC(Nc2ccc(OC(F)(F)F)cc2)c2ccccc21 (centres undefined) | 4 |
| O=C1CC(c2ccco2)Sc2nc3ccccc3n21 (centres undefined) | -19 |
| COc1ccc(-n2nc([N+](=O)[O-])c(=NCCc3cccc(C)c3)n2O)cc1 | -2 |
| O=C(CSc1nnc(COc2ccc(Cl)cc2)o1)OC1CCCCC1 | -5 |
| COc1ccc(-c2noc(CCC(=O)Nc3cccc(SC)c3)n2)cc1 | -4 |
| CCC1CCCCN1CCCNC(=O)Cn1nc(-c2ccccc2)ccc1=O (centres undefined) | -9&-2 |
| Cc1ccc2c(CC(=O)OCc3csc(C)n3)coc2c1 | -2 |
| Cc1cc(C)nc(NS(=O)(=O)c2ccc(NC(=O)c3ccccc3[N+](=O)[O-])cc2)n1 | -3 |
| CCCn1nnc(NC(=O)c2ccc(-c3ccccc3)cc2)n1 | -10 |
| CS(=O)c1nc(-c2ccccc2)cc(C(F)(F)F)n1 (centres undefined) | 2 |
| CCOC(=O)c1ccc(CSc2nnc(N)s2)cc1 | -13 |
| Cc1cc(NCCCn2ccnc2)n2nc(-c3ccc(F)cc3)cc2n1 | 2 |
| Cc1sc2nc(CN3CCOCC3)nc(Oc3ccc(NC(=O)c4ccco4)cc3)c2c1C | 5 |
| CC(C)C(=O)NC(c1ccc(N(C)C)cc1)c1c(O)ccc2ccccc12 (centres undefined) | 4 |

Additional results
SMILES	14-3-3g Raf
O=C(NCCN1CCOCC1)C(=O)Nc1ccc(F)cc1	-13
CCCCn1cnc2c(cnn2-c2ccc(F)cc2)c1=O	0
Cc1ccc(C(=O)Nc2c3c(nn2-c2ccccc2C)CSC3)cc1C	-6
CCOc1ccc(-n2c(SCc3ccc(C#N)cc3)nnc2-c2cccnc2)cc1	-30
O=c1[nH]nc(C(F)(F)F)c(=O)[nH]1	5
CCc1n[nH]c2c1/C(=N/O)CCC2	-5
CCOC(=O)c1c(NC(=O)CSc2ncnc3sc(C)c(C)c23)sc2c1CCC2	-8
CC(=O)c1c(C)[nH]c(C(=O)NCc2ccc(C)cc2)c1C	-19
CCc1cccc(C)c1NC(=O)c1cccc(N(C)C)c1	4
C=CCn1c(COc2ccccc2C)nnc1SCC(=O)O	0
Cc1cc(N2CCCC2)n2nc(C)c(-c3ccccc3)c2n1	3
CCC(Sc1nc2ccsc2c(=O)n1Cc1ccc2c(c1)OCO2)C(=O)NCC1CCCO1 (centres undefined)	3
Cc1ccc2c(c1C)NC(=O)CC2c1ccccc1[N+](=O)[O-] (centres undefined)	-7
Cc1cc(N2CCC(C)CC2)nc2ccc(NC(=O)c3cccc([N+](=O)[O-])c3)cc12	3
C#CCn1c(=O)c2c(ncn2C)n(C)c1=O	-7
C=CCn1c(SCC(=O)Nc2cc(C(F)(F)F)ccc2Cl)nnc1-c1cccs1	-8
Cc1cccc(-n2c(CNC(=O)COc3ccccc3)nnc2SCC(=O)Nc2nccs2)c1	-9
COC(=O)c1c(C)oc2ccc(OCC(=O)C(C)(C)C)cc12	-6
Cc1ccc(N2CCN(c3nc4ccccc4nc3C(F)(F)F)CC2C)cc1 (centres undefined)	-1
Cc1cc2oc3c(c(=O)c2cc1C)C(c1cccc(Br)c1)N(Cc1ccco1)C3=O (centres undefined)	-5
CCOc1ccccc1C1NC(=O)N(C)C(C)=C1C(=O)OC1CCCC1 (centres undefined)	-3
O=c1[nH]nc(Cc2ccccn2)c2ccccc12	-13
N[C@@H](COP(=O)(O)O)C(=O)O	3
O=C(Nc1cccc(O)c1)c1cccc(S(=O)(=O)Nc2cccc(O)c2)c1	-2
O=C(Nc1c2c(nn1-c1ccc([N+](=O)[O-])cc1)CSC2)c1ccccc1Cl	-2
COC(=O)c1c(NC(=O)COc2ccc3c(c2)OCO3)sc2c1CCCC2	-22
COc1ccc(C(c2nnnn2CCc2ccccc2)N2CCN(C)CC2)cc1OC (centres undefined)	3
CCOC(=O)c1cnc2ccccc2c1Nc1ccc(I)cc1	-13
CN=c1c([N+](=O)[O-])nn(-c2ccc3c(c2)OCCO3)n1O	-6
COC(=O)c1ccc(OC)c(CSc2nnc(COc3ccc(Cl)cc3)o2)c1	3

The list goes on; it opens with the four that closed the last part.
SMILES	14-3-3g Raf
COc1ccc(C(c2nnnn2CCc2ccccc2)N2CCN(C)CC2)cc1OC (centres undefined)	3
CCOC(=O)c1cnc2ccccc2c1Nc1ccc(I)cc1	-13
CN=c1c([N+](=O)[O-])nn(-c2ccc3c(c2)OCCO3)n1O	-6
COC(=O)c1ccc(OC)c(CSc2nnc(COc3ccc(Cl)cc3)o2)c1	3
O=c1c(=O)n(O)c2ccccc2n1O	-4
O=C(O)c1ccc(NC(=O)c2cn(-c3ccccc3)nc2-c2ccc(Br)cc2)cc1	-6
CN(C)C1CCCCC1NS(=O)(=O)c1ccc(Cl)cc1 (centres undefined)	-2
CCc1ccc(-n2c(=O)c3ccccc3n(CC(=O)C(C)(C)C)c2=O)cc1	1

Exported as labelled records: entries from further up.
O=c1c(=O)n(O)c2ccccc2n1O
  14-3-3g Raf = -4

O=C(O)c1ccc(NC(=O)c2cn(-c3ccccc3)nc2-c2ccc(Br)cc2)cc1
  14-3-3g Raf = -6

CN(C)C1CCCCC1NS(=O)(=O)c1ccc(Cl)cc1 (centres undefined)
  14-3-3g Raf = -2

These rows are one share of the data; count on the stated rates, not on these rows.
